PL synth Enamine – blocks phospholipid synthesis in CHO cells, Enamine compounds; ZR-82 CHO cells, pyrene fatty acid UV survival, CellTiter Blue; peroxisome-deficient CHO-K1 mutant line; plus DGAT-1, DGAT-2 and ACAT inhibitors; calls only at 10 µM; 0.4% of 20,000 active; AID 1347385;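 active = cell survival signal 2 SD away from solvent-only control wells, confirmed on one or two retests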;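 note: 3 h compound exposure then viability read about one day after UV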
Calls only; i = inactive; + = active, no number. A portion of the library; rates above refer to the full screens.

canonical_smiles	PL synth Enamine
C[n+]1cccc(C(=O)N=S(C)C)c1	i
C[n+]1ccccc1N1CCN(c2ccccc2Cl)CC1	i
Nc1cc(=O)[nH]c(SCc2cc(=O)n3cc(Br)ccc3n2)n1	i
Cc1cc(C(=O)CSc2nnnn2C2CC2)c(C)n1Cc1cccs1	i
C(=C\c1cn(-c2ccccc2)nc1-c1cc2ccccc2o1)/c1nc2ccccc2s1	+
CN1/C(=C2\C=NN(c3ccccc3)P2(=Nc2cccc3ccccc23)N2CCCCC2)C(C)(C)c2ccccc21 (stereo not given)	i
O=c1c2ccccc2nnn1CN1CCN(S(=O)(=O)c2ccc3c(c2)CCC3)CC1	i
FC(F)Sc1nc(-c2ccccc2)c(-c2ccccc2)n1C(F)F	i
c1ccc2sc(CSc3nnc(-c4ccc5c(c4)OCO5)o3)nc2c1	i
OCCN1CCN(CC(O)COCC2COc3ccccc3O2)CC1 (stereo not given)	i
COc1cc(-c2nn(CN3CCc4ccccc4C3)c(=S)o2)cc(OC)c1OC	i
OC(COc1ccccc1F)C[N+]1(Cc2ccccc2)CCOCC1 (stereo not given)	i
CN1CCN(P(=O)(c2ccccc2)c2nc3ccccc3s2)CC1 (stereo not given)	i
CC1(C)NNC(=S)NC1=O	i
c1ccc(N=C2NN=C(c3ccccc3)CS2)cc1	i
CN1CCC2(CC1)CC(NC(=S)Nc1ccccc1)c1ccccc1O2 (stereo not given)	i
FC(F)n1nnn(-c2ccc(Cl)cc2)c1=S	i
CCOC(=O)C1=C(C)SC2=NS(=O)(=O)CCN21	i
CCn1c2ccccc2c2nc3cc(OC(C)C)c(OC(C)C)cc3nc21	i
Cc1ccc(/C=N/Nc2ccc(C(F)(F)F)cn2)c(C)c1	i
O=C(Nc1nccs1)C12CC3CC(CC(C3)C1)C2	i
O=C1/C(=C/c2cccs2)CC/C1=C\c1cccs1	i
O=[N+]([O-])c1ccc(Nc2ccc(F)cc2)c(S(=O)(=O)N2CCOCC2)c1	i
CN=c1scc(-c2ccc(-c3ccccc3)cc2)n1/N=C/c1c[nH]c2ccccc12	i
CCOC(=O)c1c(N)sc(C)c1C	i
CC(C)CCOc1ccc(S(=O)(=O)c2ccc(OCCC(C)C)cc2)cc1	i
C(=N\Nc1nncc2ccccc12)/c1ccc(N2CCOCC2)s1	i
O=S(=O)(NC1=NCCCCCC1)c1cc(Br)ccc1Br	i
Cc1cc(-n2c(C)cc(CNC3CC(C)(C)NC(C)(C)C3)c2C)no1	i
O=C(Nc1nn2cnnc2s1)C1CCCC1	i
O=S1(=O)CCN2C=C(Cc3ccccc3)SC2=N1	i
CCC(N)CC	i
COc1cc(OC)c(OC)cc1/C=N/n1c(-c2ccc(OC(F)F)cc2)csc1=Nc1ccc(F)cc1F	i
CCOC(=O)c1c(NC(=O)COC(=O)C2=CC=CN3CCS(=O)(=O)N=C23)sc2c1CCC(C)C2 (stereo not given)	i
CCCCCCNC1=NCCS1	i
Cc1cc(CNCc2nnc3ccccn23)c(C)n1-c1ccnn1C(C)C	i
Fc1ccccc1-c1n[nH]c(=S)n1/N=C/c1ccc(-c2ccccc2Cl)o1	i
Cc1csc2nc(CSc3ncnc4sccc34)cc(=O)n12	i
CCOC(=O)c1[nH]c(CSc2nncs2)c(C(=O)OCC)c1C	i
Cc1cc(=O)oc2cc(OCC(=O)Oc3ccc4c(c3)OCO4)ccc12	i
C=CC[n+]1ccn(-c2nc3ccccc3nc2[N-]S(=O)(=O)c2ccc3c(c2)OCCO3)c1	i
O=C(CC12CC3CC(CC(Br)(C3)C1)C2)OCc1cc(=O)n2cc(Br)ccc2n1	i
O=C1C2Sc3[nH]c(=S)sc3C(c3ccc(O)cc3)C2C(=O)N1c1ccc(Br)cc1 (stereo not given)	i
S=C(NC1CC2CCC1C2)N(CCc1ccccc1)Cc1ccccc1 (stereo not given)	i
C=Cn1ccnc1P(c1ccccc1)c1nccn1C=C	i
CSCc1nc2sc3c(c2c(=O)[nH]1)CCC3	i
O=S(=O)(Nc1ccc(S(=O)(=O)N2CCCC2)cc1)c1ccc2c(c1)OCCO2	i
O=C(O)COc1c(I)cc(Cl)c2cccnc12	i
COc1cc(-c2csc(=Nc3ccc(Cl)cc3Cl)n2CC2CCCO2)cc(OC)c1OC (stereo not given)	i
Cc1nn(C)c(C)c1NS(=O)(=O)c1ccc2c(c1)OCCCO2	i

The list continues:
canonical_smiles	PL synth Enamine
Cc1cc(C(=O)NC23CC4CC(CC(C4)C2)C3)c(C)s1	i
COc1ccc(N(C(=O)C2CC2)C2C=CS(=O)(=O)C2)c(OC)c1 (stereo not given)	i
CCCC[n+]1c(C)cc(C=C2Sc3ccccc3N2CC)cc1C	i
COc1cc(OC)c(OC)cc1/C=N/Nc1ccc(F)cc1F	i
CC(C)(C)NC(=O)CN1CCNCC1	i
O=C(COC(=O)C12CC3CC(CC(Br)(C3)C1)C2)NC1CCCCCC1	i
NC(=O)NC(CO)C(=O)O (stereo not given)	i
Cn1cc(P(=Nc2ccccc2)(N2CCOCC2)N2CCOCC2)cc1P(=O)(N1CCOCC1)N1CCOCC1	i
CN1CCN(S(=O)(=O)c2ccc(N3CCN(S(=O)(=O)c4ccccc4F)CC3)nc2)CC1	i
Brc1ccc(-c2csc(=NC3CC3)n2/N=C/c2ccc3c(c2)OCCO3)s1	i
CC1(C)CC(=O)C2=C(C1)Nc1[nH]c(=S)[nH]c(=O)c1C2c1ccc2c(c1)OCO2 (stereo not given)	i
NC(=Nc1nc(-c2cccs2)cc(C(F)(F)F)n1)Nc1ccc(Br)cc1	i
COc1cc(Br)c(S(N)(=O)=O)cc1OC	i
c1ccc2sc(NN=C3CCCCCC3)nc2c1	i
CC1c2cccn2CCN1S(=O)(=O)c1c(F)cc(F)cc1Br (stereo not given)	i
C=C[n+]1ccn(-c2nc3ccccc3nc2[N-]S(=O)(=O)c2ccc([N+](=O)[O-])cc2)c1	i
S=c1[nH]ccn1-c1ccc(Cl)cc1	i
CC1=C/C(=N\NC(=S)Nc2ccc(F)cc2)CC1	i
CNc1snc(C)c1C(=O)OCc1cc(C(=O)OC)c(C)o1	i
[O-][n+]1ccccc1SCc1nnc(-c2ccccc2Br)o1	i
CN(Cc1cc(=O)n2ccsc2n1)C1CCCCC1	i
Cc1cc(C)n2nc(SCc3cc(Cl)c4c(c3)OCCO4)nc2n1	i
NC(=O)Cc1ccc(C(=O)CSc2nnc(-c3cccs3)n2C2CC2)s1	i
O=C(CN1C(=O)C(=O)N(C23CC4CC(CC(C4)C2)C3)C1=O)N1CCOCC1	i
O=S(=O)(Nc1cccc(S(=O)(=O)N2CCCC2)c1)c1ccc2ccccc2c1	i

(next part)
Structure	PL synth Enamine
C=C(c1c[nH]c2ccccc12)c1c[nH]c2ccccc12	i
CC(C)C(NC(N)=O)C(=O)O (stereo not given)	i
CCC1(C)NC(=O)N(/N=C/c2ccc(N3CCOCC3)s2)C1=O (stereo not given)	i
Cc1cccn2c(=O)cc(CN(C)Cc3ccc(Cl)s3)nc12	i
NC1=NCC(O)=C1c1nc2ccccc2s1	i
CCCCCn1c(CCC(=O)O)nc2c1c(=O)[nH]c(=O)n2CCCC	i
Cc1nn(CC(=O)NC2CCS(=O)(=O)C2)c(C)c1S(=O)(=O)N(C)C (stereo not given)	i
O=C(CC12CC3CC(CC(Br)(C3)C1)C2)NCC1(N2CCCCC2)CCCCC1	i
S=c1[nH]nc(-c2ccco2)n1C1CCCCC1	i
COc1cc(/C=N/N2CCOCC2)cc([N+](=O)[O-])c1O	i
C=CCn1c(SCc2cc(=O)n3cc(C)ccc3n2)nc2scc(-c3cccs3)c2c1=O	i
O=C(Nc1nnc(C2CC2)s1)c1ccco1	i
O=S(=O)(Oc1ccc2oc3ccccc3c2c1)c1cc(Br)ccc1Br	i
CCCCCC(C)NC(=O)CN1C(=O)C2CC=CCC2C1=O (stereo not given)	i
Oc1c(Cl)cc(Cl)cc1C=Nc1ccc2c(c1)OCO2	i
O=S(=O)(NCc1ccco1)c1ccc(NS(=O)(=O)c2ccc(Cl)s2)cc1	i

An excerpt taken from the entries so far, for reference:
Structure	PL synth Enamine
C[n+]1cccc(C(=O)N=S(C)C)c1	i
C[n+]1ccccc1N1CCN(c2ccccc2Cl)CC1	i
Nc1cc(=O)[nH]c(SCc2cc(=O)n3cc(Br)ccc3n2)n1	i
Cc1cc(C(=O)CSc2nnnn2C2CC2)c(C)n1Cc1cccs1	i
C(=C\c1cn(-c2ccccc2)nc1-c1cc2ccccc2o1)/c1nc2ccccc2s1	+
CN1/C(=C2\C=NN(c3ccccc3)P2(=Nc2cccc3ccccc23)N2CCCCC2)C(C)(C)c2ccccc21 (stereo not given)	i

Other records follow:
Structure	PL synth Enamine
O=c1c2c(-c3cccs3)csc2[nH]c(=S)n1Cc1ccco1	i
NC(=O)c1c(NC(=O)CSc2nc3sc4c(c3c(=O)n2C2CCCC2)CCCC4)sc2c1CCCC2	i
Nc1nnc(C2=C(O)/C(=C/c3ccc(Cl)cc3Cl)CC2)s1	i
Cc1[nH]c2ccccc2c1N=Nc1ccc(F)cc1	+
CN(CCO)c1nc(CSc2ccc(Cl)cc2)nc2sc3c(c12)CCC3	i
c1cncc(N=c2scc(-c3cccs3)n2C2CCCC2)c1	i
O=S(=O)([N-]c1nc2ccccc2nc1-[n+]1ccc2ccccc2c1)c1ccc(Br)cc1	i
CCCCOC1CCC(OCCCC)OC1 (stereo not given)	i
O=c1cc(CSc2nnnn2-c2ccccc2)c2cc3c(cc2o1)CCC3	i
CN(C(=O)COC(=O)c1ccc(Br)o1)C1CCCCC1	i
O=C(Nc1nccs1)c1cnccn1	i
CCCCn1c(=O)[nH]c(=O)c2c1nc(COC(=O)C1CC1C)n2CC (stereo not given)	i
Cc1nc(-c2cccs2)sc1C(=O)O	i
O=[N+]([O-])c1ccccc1SNc1ccc(S(=O)(=O)c2ccc(NSc3ccccc3[N+](=O)[O-])cc2)cc1	i
O=S(=O)(Nc1nc2ccccc2nc1Sc1ccc(Cl)cc1)c1ccccc1	i
COC(=O)CC1C(=O)NCCN1C(=O)NC1CCCCC1 (stereo not given)	i
COc1cc(C2N=C(N)Nc3nc4ccccc4n32)cc(OC)c1OC (stereo not given)	i
c1coc(-c2nnc(SCc3cn4ccccc4n3)n2C2CCCCC2)c1	i
NS(=O)(=O)c1cc2c(cc1Cl)NC(c1ccc(OCc3ccccc3)c(OCc3ccccc3)c1)NS2(=O)=O (stereo not given)	i
CCCCCCCCN1C(=O)/C(=C/c2c(NCCCN3CCOCC3)nc3c(C)cccn3c2=O)SC1=S	i
Cc1cc(-n2c(C)cc(C(=O)Cn3nc(C)c([N+](=O)[O-])c3C)c2C)no1	i
CCCC(=O)n1nc(CC)c2c1CC(C)(C)CC2=O	i
FC(F)(F)c1ccc(Cl)c(NC(=S)NC2CC2)c1	i
CC1(C)NC(C(=O)O)CS1 (stereo not given)	i

Four of the compounds above, field by field:
Cc1cc(-n2c(C)cc(C(=O)Cn3nc(C)c([N+](=O)[O-])c3C)c2C)no1
  PL synth Enamine = i

CCCC(=O)n1nc(CC)c2c1CC(C)(C)CC2=O
  PL synth Enamine = i

FC(F)(F)c1ccc(Cl)c(NC(=S)NC2CC2)c1
  PL synth Enamine = i

CC1(C)NC(C(=O)O)CS1 (stereo not given)
  PL synth Enamine = i

The listing continues.
Structure	PL synth Enamine
N=C1c2ccccc2CN1c1cc(C(F)(F)F)ccc1Cl	i
c1csc(-c2nc(Sc3nnc(-c4cccs4)n3CC3CCCO3)c3ccccc3n2)c1 (stereo not given)	i
CCOC(=O)c1c(NC(=S)NC2CC3CCC2C3)sc(C)c1C (stereo not given)	i
COCCCNS(=O)(=O)c1ccc(S(=O)(=O)N2CCCC2)cc1	i
CCOC(=O)c1c(C)[nH]c(C(=O)COC(=O)C2(C)CC2(Cl)Cl)c1C (stereo not given)	i
NC(=O)c1c(N)sc2c1CCCC2	i
COc1ccc(N2CCN(Cn3nc4c(Cl)cc(Cl)cn4c3=S)CC2)cc1	i
Fc1cccc(F)c1-c1nc2ccccc2[nH]1	i

Ordered by count of non-hydrogen atoms (ascending): some entries from above
Structure	PL synth Enamine
CCCCOC1CCC(OCCCC)OC1 (stereo not given)	i
CC1=C/C(=N\NC(=S)Nc2ccc(F)cc2)CC1	i
COC(=O)CC1C(=O)NCCN1C(=O)NC1CCCCC1 (stereo not given)	i
CCCCn1c(=O)[nH]c(=O)c2c1nc(COC(=O)C1CC1C)n2CC (stereo not given)	i

More entries:
Structure	PL synth Enamine
COc1ccc(-c2nc(N)s[n+]2-c2ccccc2)cc1	i
Nc1cc(Cl)ccc1Oc1ccc(Cl)cc1	i
CCC(=O)NNC(=O)c1cc(C)[nH]n1	i
O=[N+]([O-])c1ccc(-c2nnc(-c3ccc([N+](=O)[O-])o3)o2)cc1	i
CN(C(=O)c1cccs1)C1CCS(=O)(=O)C1 (stereo not given)	i
Cn1cnn(CN2CCN(c3cccc(Cl)c3)CC2)c1=S	i
Cn1nc(C(=O)Nc2sc3c(c2C(N)=O)CCC3)ccc1=O	i
C/C(=N\Nc1nc(N)ncc1[N+](=O)[O-])c1cccs1	i
CCOC(=O)c1c(C2CC2)csc1NC(=O)COC(=O)C12CC3CC(CC(O)(C3)C1)C2	i
Cc1cnc(NC(=O)c2ccc(=O)n(C)n2)s1	i
CCCCNC(=S)N/N=C/C=C(\C)CCC=C(C)C	i
CNC(=S)N=Nc1c(O)[nH]c2ccc([N+](=O)[O-])cc12	i
CN1CCC(N(C)C(=S)Nc2ccc(F)cc2)CC1	i
Cn1c(=O)c2c(nc3n(CCN4CCOCC4)c(-c4cccs4)cn23)n(C)c1=O	i
O=[N+]([O-])c1ccccc1S(=O)(=O)N1CCN(c2nnnn2-c2ccccc2)CC1	i
CCOc1ccc(/C=N/Nc2nc(-c3ccc(OCC)cc3)c(C)s2)cc1	i
C=C(C)Cn1c(C(C)O)nc2ccccc21 (stereo not given)	i
O=C(COC(=O)/C(=C/c1cccs1)c1cccs1)NC1CCS(=O)(=O)C1 (stereo not given)	i

Screening results as filed in PubChem BioAssay.
